PKM2 activator – increases activity of human pyruvate kinase M2. P14618. purified PKM2, Kinase-Glo ATP luminescence, activation; response scale: 0% is enzyme alone, no compound. Potency, µM (doses to about 57.5 µM), inactives show at the top dose activation, hits mostly activators. 0.34% of 260,000 active. AID 1631; also: potency is read from the fitted curve at half-maximal effect; % is scaled to controls: 0 for no effect and ±100 for the full control effect; nearly all actives have a fitted effect of over 55% in size
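Purified hPK-M2 (>95%) run at intermediate activity with 0.1 mM ADP and 0.5 mM PEP in 50 mM imidazole pH 7.2, KCl, MgCl2; 1 h room temperature. ATP formed read by Kinase-Glo luminescence; normalized to uninhibited and no-enzyme controls.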
Menin-MLL TR inh – displaces Texas Red mutant MLL peptide from human menin; O00255; Menin + Texas Red MLL mutant peptide, fluorescence polarization; Potency, µM (top dose mostly 61.6 µM), for inactives: at the top dose FP activity change, negative = inhibition, actives largely listed as inhibitors; 0.23% of 270,000 active; active = well fitted inhibition curve with a large enough effect in the polarisation, with a control signal flat, not every such curve was filed as active; inconclusive = small, poorly fitted or top-dose-only effect, or effect the other way, or a change in a side signal; inactive = no such curve, though single readings can be large or run the other way; the % refers to the polarisation; also: potency is read from the fitted curve at half-maximal effect; % of control where 0% means no effect; many of its hits are not listed in these tables
MLL CXXC-DNA inh – inhibitors of human MLL CXXC domain-DNA interaction; MLL-CXXC / FITC-HOXA9 DNA fluorescence polarization; Potency, µM (series often up to 115 µM), for inactives: at the highest dose activity change, negative = inhibition, hits mostly inhibitors; 0.037% of 290,000 active; AID 2662; active = well fitted inhibition curve with a large enough effect in the polarisation, with a control signal flat, not every such curve was filed as active; inconclusive = small, poorly fitted or top-dose-only effect, or effect the other way, or a change in a side signal; inactive = no such curve, though single readings can be large or run the other way; the % refers to the polarisation; also: potency is read from the fitted curve at half-maximal effect
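Fluorescence polarization: 7 uM MLL-CXXC (stock) preincubated 5 min with compounds, then 50 nM fluorescein-HOX-A9 DNA (stock) added; 30 min ambient. Buffer 50 mM Tris-HCl pH 7.5, 50 mM NaCl, 1 mM DTT, 0.05% BSA.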
hERG WT inh – inhibitors of human wildtype KCNH2 potassium channel; Q12809; U2OS, BacMam KCNH2, thallium flux FluxOr; hits give low values; activity change, % at 1.84 µM; 0.37% of 340,000 active;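 active = maximum activity change below -70%; inconclusive = maximum activity change between -70% and -50%; inactive = maximum activity change above -50%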; also: % is scaled to controls: 0 for no effect and ±100 for the full control effect
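U2OS cells transduced with wild-type KCNH2 virus are loaded with FluxOr dye for 45 min, and thallium flux is measured in kinetic reads before and after stimulation buffer. Rate constants are normalized to DMSO controls.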
B2AR arrestin – beta2AR (human) beta-arrestin recruitment activity | Potency, µM (series often up to 46.1 µM), for the others: at the top dose activation, hits mostly activators | 0.02% of 330,000 active | beta-arrestin recruitment to beta2AR, cell-based reporter | P07550;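 also: potency is read from the fitted curve at half-maximal effect; 0% = DMSO controls and full agonism = EC100 isoproterenol or metaproterenol; nearly all actives have a fitted effect of over 65% in size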
Target sequence (P07550 whole entry, looked up): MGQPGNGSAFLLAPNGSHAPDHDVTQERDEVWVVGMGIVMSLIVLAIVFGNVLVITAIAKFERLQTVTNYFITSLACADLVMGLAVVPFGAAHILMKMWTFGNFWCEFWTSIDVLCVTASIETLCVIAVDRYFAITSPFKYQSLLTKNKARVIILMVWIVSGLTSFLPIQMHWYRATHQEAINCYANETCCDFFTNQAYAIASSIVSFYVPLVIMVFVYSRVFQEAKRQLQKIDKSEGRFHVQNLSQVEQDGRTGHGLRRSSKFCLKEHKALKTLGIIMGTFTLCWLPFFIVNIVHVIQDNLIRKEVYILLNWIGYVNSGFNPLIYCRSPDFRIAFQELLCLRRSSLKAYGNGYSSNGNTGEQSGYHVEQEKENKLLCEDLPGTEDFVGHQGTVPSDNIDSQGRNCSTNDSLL
TRPV1 ag – human TRPV1 agonism; activation, % at 8.33 µM; TRPV1-expressing cells, Fluo-8 calcium influx, agonist mode; AID 540275; 0.19% of 320,000 active; Q8NER1; in the data active = activation above about 80%; inconclusive = between about 30% and that limit; also: 0% is about no effect
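Fluo-8 calcium influx in TRPV1-expressing cells, kinetic read (ex 480/em 520 nm). Compound added and read 3 min for agonist activity, followed by capsaicin at EC20 final and 2 min further read for enhancement.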
GALK inhibitor – blocks human galactokinase activity. P51570. Potency, µM (series often up to 57.5 µM), for inactives: at the top dose activity change, negative = inhibition, hits mostly inhibitors. 0.007% of 270,000 active. Purified GALK, Kinase-Glo residual ATP luminescence; also: potency is read from the fitted curve at half-maximal effect; % is scaled to controls: 0 for no effect and ±100 for the full control effect
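The enzyme phosphorylates galactose (100 uM) using ATP (35 uM); inhibition is detected as higher residual ATP, quantified by bioluminescence after 1 h reaction at room temperature, pH 8.0.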
KCNH2 3.1 block – inhibitors of human KCNH2 3.1 potassium channel isoform. AID 720553. U2OS KCNH2 3.1, thallium flux FluxOr; hits give low values. activity change, % (tested at about 1.8 µM). 0.95% of 340,000 active;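 active = maximum activity change below -70%; inconclusive = maximum activity change from -70% to -50%; inactive = maximum activity change above -50%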;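 also: thallium influx rate constant from kinetic fluorescence after stimulation buffer; % is scaled to controls: 0 for no effect and ±100 for the full control effect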
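FluxOr-based Tl+ influx in U2OS cells transduced with KCNH2 3.1 virus; rate constants normalized to DMSO controls.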
FBPA coupling cs – counter-screen for Giardia aldolase inhibitors: coupling enzyme system; coupling enzyme system counterscreen, AmpLite Red fluorescence; 0.67% of 290,000 active; activity change, negative = inhibition, % at 58.2 µM, hits read low; in the data active = activity change below about -30%; also: % is scaled to controls: 0 for no effect and ±100 for the full control effect
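Counterscreen lacking aldolase: glyceraldehyde-3-phosphate coupling-enzyme reagent preincubated 10 min at RT with compound (at 57.5 uM final), then substrate/coupling system with AmpLite Red added; fluorescence read at 525/598 nm after 20 min RT.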
USP2a block – blocks human ubiquitin-specific protease USP2a | O75604 | Potency, µM (highest dose often 38.3 µM), without a hit: at the highest dose activity change, negative = inhibition, actives largely listed as inhibitors | USP2 core, Ub-CHOP2 coupled fluorogenic reporter, 485/531 | 0.01% of 330,000 active;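 also: potency is read from the fitted curve at half-maximal effect; plate controls were DMSO wells for no effect and full inhibition by NEM control for full effect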
Target sequence (O75604 whole entry, looked up): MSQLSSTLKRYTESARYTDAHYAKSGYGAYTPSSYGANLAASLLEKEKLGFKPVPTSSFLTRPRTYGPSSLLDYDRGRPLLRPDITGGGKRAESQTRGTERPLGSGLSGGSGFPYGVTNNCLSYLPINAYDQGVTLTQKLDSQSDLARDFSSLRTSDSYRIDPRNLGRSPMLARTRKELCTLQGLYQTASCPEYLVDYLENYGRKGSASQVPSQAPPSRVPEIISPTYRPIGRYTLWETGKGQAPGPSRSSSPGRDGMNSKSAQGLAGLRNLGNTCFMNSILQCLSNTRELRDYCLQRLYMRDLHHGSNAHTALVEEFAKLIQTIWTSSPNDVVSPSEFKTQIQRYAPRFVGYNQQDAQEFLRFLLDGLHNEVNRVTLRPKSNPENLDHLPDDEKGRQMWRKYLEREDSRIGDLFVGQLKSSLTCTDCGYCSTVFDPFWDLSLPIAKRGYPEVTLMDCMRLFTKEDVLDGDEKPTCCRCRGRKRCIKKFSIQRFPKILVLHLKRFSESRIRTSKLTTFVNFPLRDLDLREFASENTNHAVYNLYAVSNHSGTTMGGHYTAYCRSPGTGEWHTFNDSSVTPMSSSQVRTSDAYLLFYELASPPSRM
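Deubiquitinase activity read as fluorescence (485/531 nm) after Ub-CHOP2 cleavage activates the enterokinase reporter on its substrate; USP2 core 10nM, Ub-CHOP2 and substrate 25nM each, 30min compound preincubation then 60min RT; data normalized to NEM, curves fitted.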
Giardia killer – kills Giardia lamblia; 0.15% of 340,000 active; activity change, % at 7.66 µM, hits read low; Giardia lamblia trophozoite viability; in the data active = activity change below about -80%; inconclusive = between about -30% and that limit;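 also: parasites exposed to compound for two days anaerobically before the ATP read; % is scaled to controls: 0 for no effect and ±100 for the full control effect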
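Giardia lamblia trophozoites (100 cells/well) were incubated with compounds for 48 h at 37 deg C under anaerobic conditions. Viability was read as ATP content by one-step luminescence after 15-30 min at room temperature.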
* hit, by the source's call; ? = inconclusive; / = no result given; & = joins results of further samples; [ ] = dose if it differs, or a comment. Unless noted, calls follow the shape of the dose curve; as a rule, active = well fitted curve in the direction sought with a large enough effect; inconclusive = small, poorly fitted or top-dose-only effect, or another doubt; inactive = no such curve, though single readings can be large; an effect the other way counts as inactive or inconclusive. Only part of the results is shown; the hit share may differ from the screen's.

SMILES	PKM2 activator	Menin-MLL TR inh	MLL CXXC-DNA inh	hERG WT inh	B2AR arrestin	TRPV1 ag	GALK inhibitor	KCNH2 3.1 block	FBPA coupling cs	USP2a block	Giardia killer
OCCC1CN(Cc2ccc(-n3cccn3)cc2)CCN1Cc1ccccc1 (stereo unspecified)	0%	-15%	-6%	12	3.8%	1	-2%	1	-2	0%	-8
CN(C)c1ccc(C(=O)Nc2ccc(O)c3c(=O)cc(-c4ccccc4Cl)oc23)cc1	1%	25%	3%	1	0.0%	7	1%	5	0&2	-1%	-29&-17
CCOC(=O)Cn1c(=O)c2c(nc3n2CCCN3CCc2ccccc2)n(C)c1=O	/	-19%	9%	2	0.0%	8	/	-14	-1	4%	1
CC1CCN(Cc2c(C(=O)N/N=C/c3ccc(C(C)(C)C)cc3)nnn2-c2nonc2N)CC1	/	10%	1%	-19	-0.5%	-2	5%	?	6	1%	-8
O=C(COC(=O)C1(c2ccc(F)cc2)CCCC1)N1CCNC1=O	/	/	/	-5	-0.1%	15	/	-11	/	0%	2
Cc1ccc(/C=N/n2c(-c3ccccc3)n[nH]c2=S)cc1	-4%	8%	9%	2	7.9%	13	-5%	-15	0	0%	8
CC(Oc1ccc(F)cc1F)C(=O)NNC(=S)NCC1CCCO1 (stereo unspecified)	-6%	/	-8%	8	-0.5%	-4	-4%	10	/	-1%	-4
CCn1cnc2c1c(=O)n(CC(=O)OC(C)C(N)=O)c(=O)n2Cc1ccccc1 (stereo unspecified)	-4%	/	2%	-10	-0.6%	0	6%	3	/	-7%	15
CCSc1ccc([C@@H]2[C@@H]3C(=O)N(C)C(=O)[C@@H]3[C@]3(C(=O)OC)CCCCN23)cc1OC	/	/	/	-4	-0.2%	/	/	30	/	0%	-12
O=C(NC(=S)Nc1ccc2oc(=O)ccc2c1)c1ccc(-c2cccc(Cl)c2Cl)o1	-16%	-10%	-3%	/	-0.1%	9	-3%	/	-3	4%	/
Cc1cccc(CC(C)NC(=O)c2cc(COc3ccc(C)c(C)c3)on2)n1 (stereo unspecified)	2%	?	-2%	0	2.5%	20	-5%	-18	0	0%	-27
Oc1c(I)cc(I)c2cccnc12	-3%	?	1%	7	-0.1%	1	/	0	-12&-13	0%	9
CCn1nc(C)c(C(=O)Nc2cc(Oc3ccc(Cl)cc3)cc([N+](=O)[O-])c2)c1C	8%	/	7%	-12	3.8%	-2	-1%	-8	0	-1%	1
O=C(Cn1nnc(-c2ccccc2Cl)n1)N/N=C/c1ccc(-c2cccc(Cl)c2)o1	4%	?	10%	-6	-0.1%	4	-4%	4	0	0%	4
Cn1ncc2c(Nc3cccc([N+](=O)[O-])c3)ncnc21	0%[0.46 µM]	8%	15%	-10	0.5%	15	10%	0	-6	2%	-5
CCOC(=O)C1=C(C)Nc2nnnn2C1c1ccccc1Cl (stereo unspecified)	-14%	-14%	-11%	-21	-0.6%	-1	0%	2	-8	-1%	-2
COc1ccc(NC(=O)COC(=O)C(CC(C)C)N2C(=O)C3CC=CCC3C2=O)cc1Cl (stereo unspecified)	1%	13%	5%	3	-1.8%	15	2%	8	-7	-12%	7
O=c1[nH]cnc2sc3c(c12)CCC3	-1%	/	4%	7	0.1%	2	-1%	5	0	0%	9
COc1cc2c(CCNC(C)=O)c[nH]c2cc1Cl	/	14%	2%	-2	0.0%	-1	/	17	0	2%	11
O=C(NN1C(=O)C2C(c3ccccc3)C=CC(c3ccccc3)C2C1=O)c1cccc(Br)c1 (stereo unspecified)	-6%	?	6%	-9	6.1%	-12	0%	1	9	-9%	-4
CC(C)CNC(=O)c1ccc(Cl)c(NC(=O)COc2ccccc2)c1	-1%	23%	-2%	/	-0.9%	15	7%	/	0	1%	/
O=C(CCl)N(c1ccccc1)c1ccccc1	0%	0%	?	2	-0.6%	-1	-5%	-15	-1	4%	-21
CCOC(=O)N1CCN(c2cc(=O)n(-c3ccccc3C)c(=O)[nH]2)CC1	-9%	0%	0%	1	-0.1%	-2	0%	-10	0	2%	-11
CCCCCCCNC(=O)C1(CC2CC(c3cccc(Br)c3)=NO2)CCN(C(=O)c2cc(OCC)c(OCC)c(OCC)c2)CC1 (stereo unspecified)	/	/	/	18	0.2%	3	/	4	/	-3%	2
O=C(CCc1nnc(CCCCc2ccccc2)o1)NCc1cc(F)ccc1F	-2%	-15%	0%	9	-1.3%	10	-2%	0	0	10%	7
COc1ccc(CCNC(=O)COC(=O)CCC(=O)c2ccc(F)cc2)cc1OC	0%	0%	7%	-3	0.0%	0	1%	33	2	0%	-5
Cc1cc(C)c(S(=O)(=O)O)c(C)n1	0%	0%	8%	-7	-2.0%	1	10%	-4	5	0%	-19
CC(=O)Nc1cc([N+](=O)[O-])ccc1N1CCOCC1	-6%	5%	18%	-12	-0.2%	-2	3%	6	0	-1%	-13
CC1Cc2ccccc2N1Cc1nc2cc(Cl)ccc2c(=O)[nH]1 (stereo unspecified)	4%	?	14%	-12	-0.8%	-1	1%	-20	6	4%	-9
COc1cc(-c2nnc(NC(=O)CS(=O)(=O)c3ccc(F)cc3)o2)cc(OC)c1OC	/	/	/	0	-0.3%	0	/	-6	/	0%	-7
CCc1ccccc1NC(=O)CCS(=O)(=O)c1ccc(C)cc1	/	-8%	-3%	15	-0.5%	8	-4%	-9	1	2%	10
OCC1CCCCN1CCNCc1cn[nH]c1-c1cccc2ccccc12 (stereo unspecified)	0%	/	24%	1	0.2%	-1	3%	-4	7	2%	-3
CCOC(=O)c1c(NC(=O)CCN2C(=O)c3ccccc3C2=O)sc(C(=O)OC(C)C)c1C	-7%	?	-2%	1	-1.5%	-2	5%	0	-2	0%	9
O=c1[nH][nH]c(=O)c2c(NS(=O)(=O)c3ccccc3)cccc12	11µM*	9%	-16%	-1	0.1%	1	1%	-8	1	2%	-11
CC(OC(=O)c1ccc(NC(=O)CC#N)cc1)C(=O)Nc1ccc2c(c1)OCCO2 (stereo unspecified)	/	/	/	38	0.0%	-1	/	-16	/	0%	5
CN(C1CCS(=O)(=O)C1)S(=O)(=O)c1ccc(N2CCCC2=O)cc1 (stereo unspecified)	-6%	-3%	7%	-1	-0.1%	2	-1%	7	1	3%	10
O=[N+]([O-])c1cccc(N/N=C/c2cc([N+](=O)[O-])ccc2O)c1	1%	?	-3%	-1	0.0%	3	2%	-26	0	-1%	-17
COc1ccc(N2CCN(C(=O)c3ccc(S(=O)(=O)NCc4ccco4)cc3)CC2)cc1	/	/	/	11	0.0%	-1	/	-4	/	2%	-8
Cc1csc(NC(=O)CCc2c(C)nc3cc(-c4cccc(F)c4)nn3c2C)n1	6%	16%	7%	4	-1.6%	9	/	-12	-1	2%	-8
COCCn1c(=NC(=O)CSC(C)=O)sc2cc(OC)ccc21	21%	-20%	6%	1	-1.5%	-1	2%	8	2	-3%	18
O=C(NC1CCCCCCC1)c1ccco1	2%	6%	1%	-2	-0.1%	5	0%	4	1	4%	-15

Compounds shown so far containing an NH in an aromatic ring, in the order listed:
SMILES	PKM2 activator	Menin-MLL TR inh	MLL CXXC-DNA inh	hERG WT inh	B2AR arrestin	TRPV1 ag	GALK inhibitor	KCNH2 3.1 block	FBPA coupling cs	USP2a block	Giardia killer
Cc1ccc(/C=N/n2c(-c3ccccc3)n[nH]c2=S)cc1	-4%	8%	9%	2	7.9%	13	-5%	-15	0	0%	8
O=c1[nH]cnc2sc3c(c12)CCC3	-1%	/	4%	7	0.1%	2	-1%	5	0	0%	9
COc1cc2c(CCNC(C)=O)c[nH]c2cc1Cl	/	14%	2%	-2	0.0%	-1	/	17	0	2%	11
CCOC(=O)N1CCN(c2cc(=O)n(-c3ccccc3C)c(=O)[nH]2)CC1	-9%	0%	0%	1	-0.1%	-2	0%	-10	0	2%	-11
CC1Cc2ccccc2N1Cc1nc2cc(Cl)ccc2c(=O)[nH]1 (stereo unspecified)	4%	?	14%	-12	-0.8%	-1	1%	-20	6	4%	-9
OCC1CCCCN1CCNCc1cn[nH]c1-c1cccc2ccccc12 (stereo unspecified)	0%	/	24%	1	0.2%	-1	3%	-4	7	2%	-3
O=c1[nH][nH]c(=O)c2c(NS(=O)(=O)c3ccccc3)cccc12	11µM*	9%	-16%	-1	0.1%	1	1%	-8	1	2%	-11

From PubChem
